Assay outcomes (PubChem)
ATXN2 expr inh: ATXN2 expression inhibition; Potency, µM (highest dose often 57 µM), for inactives: at the top dose activity change, negative = inhibition, hits mostly inhibitors; HEK-293 ATXN2-luciferase reporter, luminescence, 24 h; hit rate 0.72% among 360,000; note: % is set by controls: 0 for no effect and ±100 for the full control effect; nearly all actives have a fitted effect of over 55% in size
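ATXN2-luciferase reporter cells (luciferase flanked by upstream and downstream ATXN2 gene portions) were treated 24 h at 37 °C with compounds at up to 57 uM. SteadyGlo luminescence gave expression; GF-AFC fluorescence gave viability.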
Nrf2 ARE act: activates Nrf2 signaling; AREc32 ARE-luciferase reporter (MCF7-derived line), luminescence, 24 h; Potency, µM (titrated, usually from 46.1 µM), without a hit: at the highest dose activation, usual class: activators; hit rate 0.31% among 410,000; note: % of control where 0% means no effect; nearly all actives have a fitted effect of over 65% in size
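Nrf2 activation is followed as ARE-luciferase induction in the AREc32 line after one day of compound treatment; luminescence is read with Steady-Glo.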
A549 tox: kills or reduces viability of A549 cells in Nrf2 counter-screen | A549 ARE-Fluc cells, CellTiter-Fluor viability, 18-24 h | Potency, µM (top dose mostly 46 µM), without a hit: top-dose activity change, negative = cytotoxicity, hits mostly inhibitors | hit rate 0.16% among 390,000; note: % is set by controls: 0 for no effect and ±100 for the full control effect
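Cytotoxicity counterscreen: CellTiter-Fluor fluorescence was measured in A549 ARE_Fluc cells after 18-24 h of compound exposure in a concentration series. The subsequent BugLite luminescent read reports ARE-luciferase activity.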
MCF10A rerep: inducers of DNA re-replication in MCF 10A breast cells. Potency, µM (titrated, usually from 46.1 µM), for inactives: top-dose activity, positive = re-replication, usual class: activators. hit rate 2.9% among 350,000. AID 624296. MCF 10A DNA re-replication, Hoechst nuclear intensity, 48 h; note: % of control where 0% means no effect; nearly all actives have a fitted effect of over 50% in size
EPAC2 antag: blocks human EPAC2 exchange factor | Q8WZA2 | EPAC2 GEF exchange of Rap1B-BODIPY-GDP, fluorescence | Potency, µM (highest dose often 114 µM), inactives show at the top dose activity, negative = inhibition, hits mostly inhibitors | hit rate 0.18% among 360,000 | AID 720708; note: % is set by controls: 0 for no effect and ±100 for the full control effect; nearly all actives have a fitted effect of over 45% in size; many of its hits are not listed in these tables
Target sequence (Q8WZA2 whole entry, looked up): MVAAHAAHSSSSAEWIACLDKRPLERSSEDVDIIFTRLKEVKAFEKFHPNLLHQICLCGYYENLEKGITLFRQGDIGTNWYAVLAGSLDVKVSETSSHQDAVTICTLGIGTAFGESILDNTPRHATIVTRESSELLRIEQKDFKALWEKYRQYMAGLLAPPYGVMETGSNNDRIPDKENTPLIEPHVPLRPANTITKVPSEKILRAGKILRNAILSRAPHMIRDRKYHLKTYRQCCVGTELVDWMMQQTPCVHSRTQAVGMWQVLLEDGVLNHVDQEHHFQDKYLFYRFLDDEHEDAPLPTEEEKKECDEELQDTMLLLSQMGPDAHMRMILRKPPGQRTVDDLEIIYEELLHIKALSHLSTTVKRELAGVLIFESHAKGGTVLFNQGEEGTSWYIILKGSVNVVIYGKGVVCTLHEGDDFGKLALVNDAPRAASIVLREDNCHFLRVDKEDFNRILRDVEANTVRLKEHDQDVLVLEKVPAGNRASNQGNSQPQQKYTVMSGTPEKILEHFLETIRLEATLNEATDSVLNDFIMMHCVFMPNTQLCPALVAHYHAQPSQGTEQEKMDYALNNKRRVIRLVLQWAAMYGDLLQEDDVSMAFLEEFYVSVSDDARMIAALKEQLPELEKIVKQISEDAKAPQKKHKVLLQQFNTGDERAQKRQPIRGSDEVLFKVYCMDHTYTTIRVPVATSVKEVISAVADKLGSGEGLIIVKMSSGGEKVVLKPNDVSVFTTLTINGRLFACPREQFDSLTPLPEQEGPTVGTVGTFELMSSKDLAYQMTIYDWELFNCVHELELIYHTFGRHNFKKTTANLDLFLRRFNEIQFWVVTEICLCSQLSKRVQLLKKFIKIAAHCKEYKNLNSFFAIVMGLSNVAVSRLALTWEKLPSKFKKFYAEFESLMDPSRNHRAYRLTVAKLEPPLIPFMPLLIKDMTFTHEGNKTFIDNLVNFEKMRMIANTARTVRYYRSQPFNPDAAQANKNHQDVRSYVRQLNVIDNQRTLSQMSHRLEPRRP
TGFb inhibitor: TGF-b pathway inhibition | AID 588855 | Potency, µM (doses to about 46.1 µM), inactives show at the highest dose activity, negative = inhibition, usual class: inhibitors | hit rate 1.2% among 410,000 | HepG2 CAGA-GFP TGF-b/SMAD3 reporter, GFP fluorescence, 18 h; TGF-beta stimulated, 500 pg/mL final; note: % is set by controls: 0 for no effect and ±100 for the full control effect; nearly all actives have a fitted effect of over 65% in size
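HEPG2 CAGA-GFP reporter cells (1000/well, DMEM with 1% FBS) received compounds, then recombinant TGF-beta at 500 pg/mL final for 18 hours at 37 degrees C. Per-cell GFP summed per well was normalised to unstimulated and stimulated DMSO controls before curve fitting.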
S2 tox: viability counter-screen for ATXN expression inhibitors. S2 cells (HEK-293 line with an ATXN2-luciferase reporter) viability, CellTiter-Fluor protease fluorescence, 24 h. Potency, µM (doses to about 56.7 µM), hits mostly cytotoxic. hit rate 0.49% among 400,000. AID 651635; note: nearly all actives have a fitted effect of over 40% in size
Nrf2 block: inhibitors of Nrf2 signaling | A549 ARE-Fluc reporter, luciferase luminescence, 18-24 h | Potency, µM (doses to about 46 µM), without a hit: at the highest dose activity change, negative = inhibition, usual class: inhibitors | hit rate 2.1% among 360,000 | AID 504444; note: % is set by controls: 0 for no effect and ±100 for the full control effect; nearly all actives have a fitted effect of over 60% in size
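In this cell-based qHTS, ARE-driven firefly luciferase in A549 cells reports Nrf2 activity; the luminescent signal after BugLite lysis is the measured value, with a prior CellTiter-Fluor read for cell health.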
HepG2 tox: kills HepG2 cells in TGF-b inhibitor counter-screen. HepG2 CAGA-GFP viability, ATP luminescence, 18 h. Potency, µM (highest dose often 46.1 µM), for the others: at the highest dose activity change, negative = cytotoxicity, actives largely listed as cytotoxic. hit rate 0.76% among 410,000; note: some results filed as inactive show a strong effect at the top dose
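CellTiter-Glo luminescence gave cytotoxicity after 18 hours at 37 degrees C. The cells were HepG2 CAGA-GFP in 1% FBS DMEM, stimulated with 500 pg/mL TGF-beta after compound addition. %Activity was normalised to no-cell wells (complete cell-killing) and DMSO (no toxicity), and curves were fitted and classified.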
* marks the source's active call; other numbers are inactive results; i = inactive; u = inconclusive; x = no result given; & = joins results of further samples; ! = a repeat was not active; [ ] = remark or other dose. Calls come from the whole dose curve; as a rule, active = well fitted curve in the direction sought with a large enough effect; inconclusive = small, poorly fitted or top-dose-only effect, or another doubt; inactive = no such curve, though single readings can be large; an effect the other way counts as inactive or inconclusive. Potency is the fitted concentration of half-maximal effect. A portion of the library; rates above refer to the full screens.

(1) CN(C)CCN1C(=O)C(=O)/C(=C(/O)c2ccc3c(c2)OCCO3)C1c1ccccn1 (configuration not stated)
(2) OCCC1CN(Cc2nc(-c3ccc(F)cc3)cs2)CCN1CCc1ccccc1 (configuration not stated)
(3) COc1ccc(-c2csc(NC(=O)c3ccccc3F)c2C(=O)O)cc1
(4) O=C(Nc1ccc(Br)cc1)c1ccc(F)c(S(=O)(=O)NCc2cccs2)c1
(5) COC(=O)c1ccc(CNC(=O)Cn2cnnn2)cc1
(6) Cc1ccnc(SCc2ccc([N+](=O)[O-])cc2)n1
assay / entry	1	2	3	4	5	6
ATXN2 expr inh	31%	u	-13%	-23%	x	25%
Nrf2 ARE act	3.9%	2.9%	-0.7%	4.3%	-0.4%	2.1%
A549 tox	-12%	-14%	-19%	-3%	-3%	1%
MCF10A rerep	-2%	-5%	2%	u	1%	0%
EPAC2 antag	3%	-7%	-3%	-11%	1%	-4%
TGFb inhibitor	-1%	-30%	-11%	u	8%	8%
S2 tox	i	i	i	i	u	i
Nrf2 block	2%	u	13µM*	12µM*	u	-30%
HepG2 tox	3%	-41%	-8%	-12%	-12%	-10%

(7) CN1C(=O)Cc2cc(S(=O)(=O)N3CCN(c4ccc(Cl)cc4)CC3)ccc21
(8) Cc1ccc(/C=c2\sc3nc(-c4ccco4)nn3c2=O)o1
(9) Cc1ccc(C)c(OCC(=O)NNC(=O)C2CC2)c1
(10) O=c1c2ccccc2sn1-c1cc(S(=O)(=O)N2CCOCC2)ccc1N1CCOCC1
(11) C/C(=N\NC(=O)c1ccoc1C)c1ccc(Br)s1
(12) CN(C)C(CNC(=O)C1CCCN(C(=O)c2ccc(Cl)cc2)C1)c1ccco1 (configuration not stated)
assay / entry	7	8	9	10	11	12
ATXN2 expr inh	4%	-7%	2%	-14%	36%	-23%
Nrf2 ARE act	-0.3%&0.4%	9.9%	-0.6%	6.3%	3.6%	0.3%
A549 tox	1%&8%	3%	2%	7%&0%	0%	6%
MCF10A rerep	0%	-10%	-1%	-6%	-1%	-7%
EPAC2 antag	0%	20%	3%	8%	1%	3%
TGFb inhibitor	-1%&-2%	u	-2%	11µM*!	1%	-17%
S2 tox	i	i	i	i	i	i
Nrf2 block	-2%	38%	3%	10%&1%	14%	3%
HepG2 tox	1%&4%	-23%	1%	-94%&-48%	-13%	-17%

(13) NC(=O)C1CCN(Cc2cccc(OCc3ccccc3)c2)CC1
(14) CCOC(=O)C1=C(CN2CCN(c3cccc(OC)c3)CC2)NC(=O)NC1c1ccc(OC)cc1 (configuration not stated)
(15) N#Cc1ccc(CSCC(=O)O)cc1
(16) CCOC(=O)CC1C(=O)NCCN1C1CCCC1 (configuration not stated)
(17) COc1ccc(NC(=O)c2cc3c(=O)n(Cc4cccs4)ccc3nc2C)cc1
(18) CN(Cc1ccc(F)cc1)C(=O)c1cccc(S(=O)(=O)N2CCN(Cc3ccccc3)CC2)c1
assay / entry	13	14	15	16	17	18
ATXN2 expr inh	-7%	x	0%	-7%	u	-27%
Nrf2 ARE act	0.5%	-0.5%	0.2%	-1.0%	1.1%	0.1%
A549 tox	-2%	-17%	-2%	-13%	4%	1%
MCF10A rerep	7%	x	24%	-1%	x	22%
EPAC2 antag	10%	x	-6%	-2%	x	-7%
TGFb inhibitor	18%	-20%	7%	6%	-22%	-21%
S2 tox	i	x	i	i	u	i
Nrf2 block	5%	-5%	-6%	-3%	-24%	u
HepG2 tox	-2%	-24%	3%	4%	-14%	-10%

(19) OCC[C@H]1C[C@@H](O)[C@H](O)[C@@]2(CCc3ccccc3CO2)O1
(20) CC(c1ccccc1)N1CC(C(=O)NC2CCCC2)CC1=O (configuration not stated)
(21) COc1cc2nc(SCC(N)=O)n(CCC3=CCCCC3)c(=O)c2cc1OC
(22) COc1ccc(N(C(=O)c2ccco2)C(C(=O)NC2CCCC2)c2ccc(N(C)C)cc2)cc1OC (configuration not stated)
(23) CSc1ccc(CNc2ccc(C)c(C)c2)cc1
(24) Cc1ccc(C)c(N(C(=O)c2csnn2)C(C(=O)NC2CCCC2)c2cccnc2)c1 (configuration not stated)
assay / entry	19	20	21	22	23	24
ATXN2 expr inh	-1%	9%	-13%	-6%	59%[activator]	4%
Nrf2 ARE act	-0.2%	0.4%	0.4%	2.7%	0.7%	-0.2%
A549 tox	7%	-7%	-3%	-2%	0%	0%
MCF10A rerep	-5%	u	25%	-1%	u	-46%[inhibitor]
EPAC2 antag	9%	7%	5%	4%	0%	6%
TGFb inhibitor	1%	-2%	1%	-5%	-9%	7%
S2 tox	i	i	u	i	i	i
Nrf2 block	9%	-16%	-10%	0%	u	3%
HepG2 tox	3%	8%	-41%	-18%	-14%	8%

(25) CN=c1scc(-c2ccc(Br)cc2)n1C
(26) CC(C)c1cc(=O)n2c(nc3ccccc32)[nH]1
(27) Cn1c(=O)n(C)c2cc(N3CCOCC3)c(NC(=O)c3ccc(Cl)cc3)cc21
(28) CNc1cc(-c2ccc(CC#N)cc2)ncn1
(29) Cc1ccc(C(=O)Nc2ccn(C)n2)cc1
(30) NC(=O)C1c2ccccc2CSc2ccccc21 (configuration not stated)
assay / entry	25	26	27	28	29	30
ATXN2 expr inh	-15%	x	4%	-14%	-11%	-15%
Nrf2 ARE act	0.2%	4.1%	4.1%	3.2%	0.2%	4.0%
A549 tox	14%	1%	0%	x	-2%	-5%
MCF10A rerep	6%	7%	x	x	0%	-7%
EPAC2 antag	1%	9%	x	16%	-2%	0%
TGFb inhibitor	-12%	-17%	-17%	-5%	-3%	-3%
S2 tox	i	i	i	i	i	i
Nrf2 block	x	0%	0%	x	7%	-7%
HepG2 tox	-25%	-41%	-26%	-1%	-6%	-34%

Next part, overlapping the part above by 3 compounds.
(28) CNc1cc(-c2ccc(CC#N)cc2)ncn1
(29) Cc1ccc(C(=O)Nc2ccn(C)n2)cc1
(30) NC(=O)C1c2ccccc2CSc2ccccc21 (configuration not stated)
(31) O=C(O)COc1ccc(/C=N/n2cnc3scc(-c4cccs4)c3c2=O)cc1
(32) CC(Sc1nnc(C(F)(F)F)n1C)C(=O)Nc1ccc(S(N)(=O)=O)cc1 (configuration not stated)
(33) Cc1ccc(NC(=O)N2CCc3ccccc32)cc1C
(34) CCC(C)[C@H](N)c1nnc(SCC(=O)c2ccc(Cl)cc2)o1 (some centres not stated)
(35) CC(C)N1CCC(C)(C(=O)Nc2cccc(Oc3ccccc3)c2)C1 (configuration not stated)
(36) OCC(O)/C=N/Nc1nc2ccccc2s1 (configuration not stated)
assay / entry	28	29	30	31	32	33	34	35	36
ATXN2 expr inh	-14%	-11%	-15%	-2%	0%	3%	u	9%	31%
Nrf2 ARE act	3.2%	0.2%	4.0%	3.9%	0.0%	-0.5%	-1.2%	0.5%	9.6%
A549 tox	x	-2%	-5%	5%	0%	-1%	6%	x	0%
MCF10A rerep	x	0%	-7%	6%	-3%	u	-10%	x	0%
EPAC2 antag	16%	-2%	0%	1%	6%	-12%	-4%	1%	2%
TGFb inhibitor	-5%	-3%	-3%	-5%	16%	-2%	12%	7%	12%
S2 tox	i	i	i	i	i	i	i	i	i
Nrf2 block	x	7%	-7%	8%	-2%	u	x	x	25%
HepG2 tox	-1%	-6%	-34%	-14%	1%	-15%	0%	-19%	7%

Entries of single compounds, looked up by structure.
CC(C)c1cc(=O)n2c(nc3ccccc32)[nH]1 is listed with ATXN2 expr inh: x; Nrf2 ARE act: 4.1%; A549 tox: 1%; MCF10A rerep: 7%; EPAC2 antag: 9%; TGFb inhibitor: -17%; S2 tox: i; Nrf2 block: 0%; HepG2 tox: -41%
N#Cc1ccc(CSCC(=O)O)cc1 is listed with ATXN2 expr inh: 0%; Nrf2 ARE act: 0.2%; A549 tox: -2%; MCF10A rerep: 24%; EPAC2 antag: -6%; TGFb inhibitor: 7%; S2 tox: i; Nrf2 block: -6%; HepG2 tox: 3%

Some of the entries so far, bar-delimited:
No. | Compound | ATXN2 expr inh | Nrf2 ARE act | A549 tox | MCF10A rerep | EPAC2 antag | TGFb inhibitor | S2 tox | Nrf2 block | HepG2 tox
31 | O=C(O)COc1ccc(/C=N/n2cnc3scc(-c4cccs4)c3c2=O)cc1 | -2% | 3.9% | 5% | 6% | 1% | -5% | i | 8% | -14%
36 | OCC(O)/C=N/Nc1nc2ccccc2s1 (configuration not stated) | 31% | 9.6% | 0% | 0% | 2% | 12% | i | 25% | 7%

Carrying on.
(37) Cc1cc(C)c(N=C2C(=O)Nc3ccccc32)c(C)c1
(38) COc1ccc(N2C(=O)CSC23C(=O)Nc2ccccc23)cc1OC (configuration not stated)
(39) CC[C@]12c3[nH]c4ccc(Cl)cc4c3CCN1C(=O)[C@@H](CC(=O)NC/C=C(\C)CCC=C(C)C)C[C@@H]2C(=O)N1CCN(C(=O)C2CC2)CC1
(40) O=C(CN1CCN(c2ccccn2)CC1)Nc1ccccc1
(41) CSc1ccccc1NC(=O)c1cc(-c2cccs2)on1
(42) Cc1noc(C)c1S(=O)(=O)N1CCC(C(=O)NCCN2CCC(C)CC2)CC1
(43) CC1CC(C(O)c2ccccn2)C(=O)C(C(O)c2ccccn2)C1 (configuration not stated)
(44) COCc1cc(C)c2c(N)c(C#N)sc2n1
assay / entry	37	38	39	40	41	42	43	44
ATXN2 expr inh	2%	-1%	u	-5%	53%[activator]	0%	1%	4%
Nrf2 ARE act	5.6%	-0.7%	-2.5%	0.7%	u	0.2%	12%	2.8%
A549 tox	2%	-5%	u	-10%	5%	2%	0%	-2%
MCF10A rerep	5%	u	u	0%	u	-2%	19%	-1%
EPAC2 antag	u	-1%	-5%	6%	10%	0%	0%	10%
TGFb inhibitor	0%	-2%	10µM*	7%	-19%	3%	-5%	7%
S2 tox	i	i	x	i	i	i	i	i
Nrf2 block	-17%	u	u	x	x	15%	-12%	x
HepG2 tox	-3%	-15%	-68%	0%	-32%	-1%	-16%	4%
